# C8 TRAIL sens: viability loss with TRAIL in NB7+C8 cells, primary screen, TRAIL sensitizer project, cell-based, ATPlite luminescence; 360,000 compounds, 1% hits; inhibition (viability loss, TRAIL sensitization), % at 10 µM;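 active means compounds causing at least 50% loss of cell viability in the single-dose screen, relative to plate controls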
# NCOA2 inhibitor: inhibition of GAL4-SRC2 driven luciferase reporter, primary screen, SRC2 inhibitor project, cell-based, luminescence | HEK293 GAL4-SRC2 luciferase reporter | inhibition, % at 9 µM | 370,000 compounds, 0.17% hits;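 active means inhibition above the mean inhibition of all tested compounds plus 3 SD, set per campaign, cut at about 52% in these data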;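 further: 0% = DMSO treated cells and 100% = cells given Gossypol at 36 µM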
# LRH-1 inv ag: LRH-1 (NR5A2) inverse agonists, primary screen, cell-based, luminescence, HEK293T, StAR-luciferase reporter. Nuclear receptor subfamily 5 group A member 2 (Homo sapiens), O00482. LRH-1 transfected, 24 h. inhibition, % at 3.6 µM. 360,000 compounds, 0.13% hits. AID 602396, 2012;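 active means inhibition above the mean inhibition of all tested compounds plus 3 SD, cut at about 73% in these data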;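 further: 0% = DMSO wells and 100% = reporter-only cells lacking LRH-1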
# CF NFkB block: inhibitors of PAF-induced NF-kB signaling, primary screen, cell-based, GFP fluorescence, uHTS | KKLEB NF-kB-GFP reporter, GFP fluorescence overnight | inhibition, % at 5 µM | 360,000 compounds, 0.86% hits | AID 588850, 2011;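 active means at least 50% inhibition at 5 µM, scaled per plate between neutral and stimulator controls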;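 further: PAF is a Pseudomonas aeruginosa culture filtrate used as stimulus; plate controls were PAF-stimulated DMSO wells for no effect and unstimulated DMSO wells for full effect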
# COUP-TFII inh: NR2F2 transcriptional activity inhibitors, primary screen, cell-based, luciferase reporter, HEK293T, luminescence; COUP transcription factor 2 (Homo sapiens), P24468; HEK293T NGFI-A luciferase reporter; inhibition, % at 8.6 µM; 370,000 compounds, 0.7% hits;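 active means inhibition above a per-plate cutoff, mean inhibition of test wells between control levels plus 3 SD, cut at about 38% in these data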;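 further: cells cotransfected with COUP-TFII expression vector driving the NGFI-A reporter; 0% = median of COUP-TF2 test wells and 100% = reporter-only cells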
# TROY signal inh: inhibitors of TROY-driven NF-kB signaling, primary screen, Q293 LMP1-TROYcd cells, NF-kB luciferase, uHTS; Q293 LMP1-TROYcd NF-kB luciferase reporter, 4 h; inhibition, % at 10 µM; 360,000 compounds, 0.98% hits;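 active means compounds whose plate-normalised and pattern-corrected inhibition of the luciferase reporter signal at the single screening dose is 50% or more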
# KKLEB cytotox: cytotoxicity in KKLEB CF airway cells, primary screen, cytotoxicity control for CF NF-kB inhibitor project, cell-based, uHTS, fluorescence assay plates; 360,000 compounds, 0.36% hits; KKLEB CF airway cells viability, ATPlite luminescence, overnight; stronger effect = lower value; cells stimulated with P. aeruginosa culture filtrate; activity change (cytotoxicity), % at 5 µM;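 active means corrected activity change at or below -50% at 5 µM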
# EBV LMP1 NFkB: EBV LMP1-driven NF-kappaB luciferase reporter inhibitors, primary screen, cell-based, luminescence, single point. 350,000 compounds, 0.69% hits. LMP1-induced NF-kappaB luciferase reporter cells. inhibition, % at 12.5 µM; in the data active means inhibition above about 41%;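 further: 0% = neutral control wells and 100% = reference inhibitor control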
# TWEAK Fn14 block: inhibitors of TWEAK-Fn14 signaling, primary screen, luciferase reporter cells, uHTS; TWEAK-stimulated Fn14 reporter cells, luciferase luminescence, 8 h; inhibition, % at 10 µM; 360,000 compounds, 2% hits; in the data active means inhibition above about 50%
# SRC1 inh: SRC1 coactivator transcriptional activity inhibitors, primary screen, cell-based, luminescence. Nuclear receptor coactivator 1 (Homo sapiens), Q15788. inhibition, % at 3.6 µM. AID 588354, 2011. HEK293 GAL4-SRC1 luciferase reporter. 360,000 compounds, 0.12% hits;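 active means inhibition above the campaign mean plus 3 SD, with each screening campaign given its own cutoff, cut at about 60% in these data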;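 further: 0% = DMSO treated cells and 100% = gossypol at 36 µM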
# Target sequence (Q15788 whole entry, looked up, the tested form may be a part): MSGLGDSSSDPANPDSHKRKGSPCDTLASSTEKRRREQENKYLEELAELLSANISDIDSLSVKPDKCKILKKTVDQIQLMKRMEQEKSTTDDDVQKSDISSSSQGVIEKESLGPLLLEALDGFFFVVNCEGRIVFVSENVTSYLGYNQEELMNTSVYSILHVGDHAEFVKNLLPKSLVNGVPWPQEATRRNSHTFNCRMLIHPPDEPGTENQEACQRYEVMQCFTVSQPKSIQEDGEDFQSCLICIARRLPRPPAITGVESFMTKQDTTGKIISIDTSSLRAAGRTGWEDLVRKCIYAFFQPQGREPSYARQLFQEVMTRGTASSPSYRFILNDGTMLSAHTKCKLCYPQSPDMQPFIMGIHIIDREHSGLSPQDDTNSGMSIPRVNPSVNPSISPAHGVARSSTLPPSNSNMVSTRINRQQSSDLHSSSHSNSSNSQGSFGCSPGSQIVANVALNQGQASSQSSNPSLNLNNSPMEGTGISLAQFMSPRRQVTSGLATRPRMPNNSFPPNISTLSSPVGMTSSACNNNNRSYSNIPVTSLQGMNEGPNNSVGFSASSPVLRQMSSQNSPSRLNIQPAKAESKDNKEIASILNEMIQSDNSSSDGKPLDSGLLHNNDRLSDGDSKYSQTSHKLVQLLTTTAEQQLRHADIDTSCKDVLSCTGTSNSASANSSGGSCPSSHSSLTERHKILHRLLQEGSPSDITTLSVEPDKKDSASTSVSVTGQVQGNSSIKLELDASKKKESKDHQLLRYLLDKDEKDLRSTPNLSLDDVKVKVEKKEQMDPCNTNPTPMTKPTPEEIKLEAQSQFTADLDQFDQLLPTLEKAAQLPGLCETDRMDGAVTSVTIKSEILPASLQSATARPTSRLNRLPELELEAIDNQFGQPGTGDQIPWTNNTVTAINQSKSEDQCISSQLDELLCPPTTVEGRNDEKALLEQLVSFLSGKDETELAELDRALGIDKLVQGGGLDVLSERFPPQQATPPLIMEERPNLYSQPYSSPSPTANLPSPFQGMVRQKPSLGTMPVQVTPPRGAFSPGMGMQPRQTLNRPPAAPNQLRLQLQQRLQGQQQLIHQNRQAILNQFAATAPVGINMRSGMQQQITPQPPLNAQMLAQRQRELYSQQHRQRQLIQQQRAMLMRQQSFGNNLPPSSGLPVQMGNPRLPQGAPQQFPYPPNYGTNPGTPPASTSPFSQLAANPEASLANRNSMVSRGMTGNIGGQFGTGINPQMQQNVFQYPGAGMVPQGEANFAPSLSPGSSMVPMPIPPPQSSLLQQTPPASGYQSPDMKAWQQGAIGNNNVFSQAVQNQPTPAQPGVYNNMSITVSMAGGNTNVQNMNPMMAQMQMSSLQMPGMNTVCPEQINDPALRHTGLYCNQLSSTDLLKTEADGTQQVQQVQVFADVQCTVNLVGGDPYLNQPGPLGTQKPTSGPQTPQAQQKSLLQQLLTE
# NCOA3 inh: SRC3 coactivator transcriptional activity inhibitors, primary screen, cell-based, luminescence. HEK293 GAL4-SRC3 luciferase reporter. inhibition, % at 3.6 µM. 360,000 compounds, 0.17% hits;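 active means inhibition above a per-campaign cutoff, the mean of all compounds plus 3 SD, cut at about 60% in these data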;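 further: 0% = DMSO-treated cells and 100% = gossypol-treated cells at 36 µM; higher means less SRC3-driven luciferase light from the GAL4 reporter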
# * hit, by the source's call; . = not tested or not shown. No enrichment for hits (roughly 4.2% active in at least one column).
SMILES,C8 TRAIL sens,NCOA2 inhibitor,LRH-1 inv ag,CF NFkB block,COUP-TFII inh,TROY signal inh,KKLEB cytotox,EBV LMP1 NFkB,TWEAK Fn14 block,SRC1 inh,NCOA3 inh
Cn1c(NC(=O)Cc2cccc3ccccc23)cc(=O)n(C)c1=O,-0.5,8.3,9.2,-6.4,-11.2,10.6,-5.6,-6.5,12.5,-1.0,0.9
COC(=O)C(Cc1cnc(Cl)s1)(C(=O)OC)c1ccc(C(F)(F)F)cc1[N+](=O)[O-],2.8,9.4,2.2,-10.0,3.8,-0.6,3.6,-7.2,26.9,8.6,15.5
O=C(NCCc1nnc2ccc(NCC3CCCO3)nn12)c1ccccc1 (stereo not drawn),15.1,3.0,7.5,1.8,10.9,-4.8,-9.4,-4.5,10.1,11.9,-12.4
Cc1ccc(NS(=O)(=O)c2ccc3c(c2)NC(=O)CCS3)c(C)c1,16.6,-8.2,0.8,7.0,12.9,5.6,21.7,8.5,-7.5,7.9,9.6
CCc1cccc2c(C(=O)CSc3nnc(-c4ccncc4)n3C)c[nH]c12,-6.1,-10.4,-11.5,7.7,-3.0,2.7,-15.1,-29.6,-5.8,-9.4,0.4
CC(C)CC1COC(=O)N1 (stereo not drawn),-0.4,-11.0,14.0,-13.5,4.6,-7.9,22.2,1.6,7.2,-4.7,-2.3
O=C(CSc1nc2[nH]c(=O)cc(O)c2s1)NCCc1ccccc1,-7.5,-15.8,6.9,16.2,-2.7,-0.7,-18.0,-0.9,-6.3,-14.5,-11.5
Cc1c(N(C)S(=O)(=O)c2cc(C(=O)NCC3CCCO3)ccc2Cl)c(=O)n(-c2ccccc2)n1C (stereo not drawn),-9.3,13.1,17.1,-1.3,15.6,7.4,-8.4,-0.4,-1.4,-1.4,18.2
O=[N+]([O-])c1cccc(-c2nc(-c3ccccn3)no2)c1,35.2,-45.4,-88.1,-22.7,-49.4,-40.0,9.1,10.8,38.8,-88.3,-88.9
O=C(CNC(=O)c1ccco1)NCc1nc2ccccc2[nH]1,6.7,-9.2,-7.0,-3.1,1.6,-10.6,-1.5,0.6,4.8,-80.1,11.2
Cc1c(OCC(=O)NC(Cc2ccc(Cl)cc2)C(=O)O)ccc2c3c(c(=O)oc12)CCCC3 (stereo not drawn),4.7,-5.9,-29.0,-14.4,-2.5,6.3,7.7,-5.4,-3.1,-12.6,7.1
O=C(C(Cc1ccccc1)N1C(=O)c2ccccc2C1=O)N1CCc2ccccc21 (stereo not drawn),2.4,10.6,9.2,19.5,-9.2,.,-9.9,-3.9,15.2,0.2,-6.4
COc1c(O)cc2oc(-c3ccc(O)c(O)c3)cc(=O)c2c1O,29.0,-38.2,-143.5,-22.7,-64.4,-47.2,2.7,-5.5,-39.1,-78.7,-173.9
O=C(Nc1ccc(F)c(Cl)c1)C1CC(=O)N(Cc2ccccc2)C1 (stereo not drawn),-17.0,21.0,13.3,-12.8,-29.8,1.9,-10.8,-9.2,-6.2,-20.7,0.0
O=C(CNC1CCCCC1)Nc1cccc([N+](=O)[O-])c1,-10.2,4.5,-1.5,4.8,-3.0,-4.9,-1.8,3.1,-14.8,-11.8,12.2
Oc1nc(-c2ccc(Cl)cc2)n2ccncc12,-4.1,3.3,-1.6,2.5,-14.1,-37.6,-5.5,1.2,2.5,13.2,9.4
COc1ccc(C(=O)Nc2c(N)nc(SCC(=O)N3CCCCCC3)[nH]c2=O)cc1OC,5.4,12.0,-21.9,9.9,7.0,-4.6,0.9,0.8,11.2,7.4,4.6
CCCC(=O)NC(Nc1cc(C(F)(F)F)ccc1Cl)C(Cl)(Cl)Cl (stereo not drawn),0.7,6.8,27.6,-0.4,19.6,36.5,-3.2,-22.9,7.9,1.2,8.1
COc1ccc(C=NNC(=S)NN=Cc2ccc(OC)c(OC)c2)cc1OC,12.0,-27.4,-24.3,-2.6,-22.7,-7.2,-5.2,-4.5,-9.3,-83.6,-50.6
COc1ccccc1C/C(N)=N/OC(=O)COc1ccccc1C,1.8,8.1,-9.1,13.6,21.0,-12.5,-3.2,4.4,-5.2,-16.7,-9.1
Cc1cc(NC(=O)c2oc3ccccc3c2C)ccc1-n1cnnn1,16.2,-21.0,-11.3,-18.9,-25.5,2.3,7.6,-43.3,-1.4,-13.6,-31.7
COc1ccc(Cc2nc(-c3ccc(-n4cccc4)cc3)no2)cc1OC,15.5,18.0,-16.7,2.1,1.4,29.9,-8.0,9.2,20.4,13.4,3.8
C[C@H](CO)N1C[C@H](C)[C@H](CN(C)Cc2ccc(C(=O)O)cc2)OCc2ccccc2-c2c(n(C)c3ccccc23)C1=O,-2.6,-11.0,3.8,22.9,1.6,-1.1,-19.9,-0.2,0.6,0.3,1.1
CC(C)CC1NC(=O)N(CC(=O)Nc2ccc(-c3ccccc3)cc2)C1=O (stereo not drawn),2.7,7.6,5.3,-4.0,-29.6,-29.4,-6.9,-0.8,0.2,-14.6,-17.7
CCN(CC)S(=O)(=O)c1ccc2c(c1)N(CC(=O)NCc1ccco1)C(=O)CO2,-0.1,-10.0,18.0,-15.6,-0.8,11.8,8.1,-0.6,4.8,1.9,17.2

# Additional entries
SMILES,C8 TRAIL sens,NCOA2 inhibitor,LRH-1 inv ag,CF NFkB block,COUP-TFII inh,TROY signal inh,KKLEB cytotox,EBV LMP1 NFkB,TWEAK Fn14 block,SRC1 inh,NCOA3 inh
CCCCOC(=O)c1ccc(NC(=O)COC(=O)c2ccc3ncsc3c2)cc1,3.4,-17.3,-13.7,31.4,-2.1,11.7,-27.6,-2.0,-7.8,-33.7,-24.1
CCC1(CC)NC(=O)N(CC(=O)OCC(=O)Nc2cc(C)ccc2C)C1=O,-2.7,-14.2,6.5,5.8,-2.3,-0.2,-0.7,0.0,5.7,-0.4,2.3
CCCCC(=O)NNC(=S)NC(=O)c1cccc([N+](=O)[O-])c1,-2.5,-14.3,0.2,-9.3,3.5,-19.6,-6.6,-6.6,-0.3,-15.8,-1.1
O=C(NCc1ccccc1)OCCN1CCN(Cc2ccccc2)CCC1=O,-7.4,-27.0,-0.9,-33.3,-27.5,-3.5,2.3,4.3,1.4,-2.2,-16.7
Cc1ccc(-c2nnn(CC(=O)N(C)C3CCCCC3)n2)o1,2.4,-0.7,10.7,2.8,0.3,15.4,-9.1,-1.4,-12.9,-1.6,6.4
CS(=O)(=O)n1nc(-c2cccnc2)nc1NCc1ccccc1,-1.9,-20.9,-2.1,7.7,9.5,-12.4,-3.4,-3.1,-6.6,6.1,1.2
O=C(Cc1cccs1)Nc1ccc(N2CCOCC2)cc1,7.3,-43.3,-76.1,4.3,-40.4,39.4,2.1,-11.7,-7.3,-32.6,-15.5
COC(=O)Cc1ccc(NC(=O)c2ccccc2Cl)cc1,23.7,34.3,10.8,5.9,23.6,-18.6,16.0,-7.6,18.8,-14.5,-12.3
C=C(C)CNC(=S)N/N=C/c1ccccc1OCC(=O)O,-3.8,-14.3,-7.9,10.5,4.4,2.5,11.0,-11.6,-20.4,-0.9,-21.9
CN(CCc1ccccc1)C(CCc1ccccc1)C(=O)Nc1ccc2c(c1)OCCO2 (stereo not drawn),7.4,3.7,-21.2,0.2,-12.9,-21.2,-7.2,.,-16.7,-8.9,-25.3
COc1ccc(C2C(C(N)=O)=C(C)Nc3ncnn32)cc1 (stereo not drawn),-7.7,-10.0,-13.8,18.6,-3.0,17.3,4.1,0.2,7.3,-9.0,-0.9
CSc1nc(C)c(CCOC(=O)c2cccc(Cl)c2)c(=O)[nH]1,22.7,-12.4,3.9,-5.1,0.0,-2.6,0.4,-3.4,14.9,3.1,-2.8
CCCc1cc(=O)[nH]c(SCC(=O)N2c3ccccc3NC(=O)C2(C)C)n1,-0.7,-15.3,19.6,-10.5,13.9,2.7,10.1,-2.4,2.2,6.5,1.2
N=C(c1ccc([N+](=O)[O-])cc1)N1CCCCCC1,1.4,-4.6,8.0,24.1,-8.3,-5.2,-10.1,3.9,3.0,-4.3,-0.4
Cc1cccc(C(=O)NCC(=O)OCC(=O)NC2CCCCC2)c1,-8.8,-14.1,-4.7,9.2,11.7,2.4,-13.6,-2.9,12.3,-7.7,-20.3
CCCN(CC(=O)Nc1ccccc1C)C(=O)C1CCN(S(=O)(=O)c2ccccc2C(F)(F)F)CC1,3.9,-2.7,0.8,10.9,6.4,-2.9,-5.3,2.1,-11.5,16.0,11.5
N#Cc1cc(N2CCCCC2)c([N+](=O)[O-])cc1C#N,7.4,-1.1,9.5,-3.4,-3.1,9.0,-8.2,-2.8,-1.4,-21.5,8.8
Cc1ccc(C(CC(=O)N2CCCCC2)c2ccccc2)c(O)c1C (stereo not drawn),26.3,-16.9,-7.0,9.4,7.8,17.9,0.1,13.5,21.3,4.6,-27.0
COc1ccc(-c2cc(C(=O)OCC(=O)N3CCOCC3)c3ccccc3n2)cc1,62.3*,-29.2,-5.3,-12.2,-16.1,-20.8,7.3,3.1,-48.1,0.1,-22.6
Cc1cccc(C)c1NC(=O)/C(C#N)=C/c1cccs1,3.0,7.5,5.6,4.8,-7.8,-28.8,-14.1,-1.1,7.0,5.3,6.7
COCCOC(=O)C1=C(C)NC2=C(C(=O)CC(c3cccs3)C2)C1c1ccsc1 (stereo not drawn),6.6,-0.4,6.4,22.5,-1.8,-4.8,-5.2,0.2,13.4,-6.0,8.2
COc1cc(/C=C2\NC(=S)NC2=O)ccc1OCc1cccc(C(=O)O)c1,-9.1,-36.5,-89.8,-6.3,-49.2,-19.9,8.4,11.3,-20.4,-64.1,-65.0
COc1ccc(/C=C(/NC(=O)c2ccccc2)c2nc3ccccc3[nH]2)cc1OC,-1.7,-5.7,8.3,-12.7,2.8,-10.2,14.7,-15.8,-7.6,-7.8,-0.1
O=C(CSc1nnc(COc2ccccc2F)n1-c1ccccc1)NCc1ccco1,-11.2,2.0,17.8,-0.1,-9.7,-1.9,3.2,-8.8,2.6,-6.8,6.5
c1ccc2c(COn3nnc4ccccc43)cccc2c1,-9.8,-24.6,-128.0,8.5,-18.1,-41.0,-33.8,2.5,-27.2,-80.0,-79.6

# Three of the compounds above, as tab-separated lines.
Structure	C8 TRAIL sens	NCOA2 inhibitor	LRH-1 inv ag	CF NFkB block	COUP-TFII inh	TROY signal inh	KKLEB cytotox	EBV LMP1 NFkB	TWEAK Fn14 block	SRC1 inh	NCOA3 inh
COc1ccc(/C=C(/NC(=O)c2ccccc2)c2nc3ccccc3[nH]2)cc1OC	-1.7	-5.7	8.3	-12.7	2.8	-10.2	14.7	-15.8	-7.6	-7.8	-0.1
O=C(CSc1nnc(COc2ccccc2F)n1-c1ccccc1)NCc1ccco1	-11.2	2.0	17.8	-0.1	-9.7	-1.9	3.2	-8.8	2.6	-6.8	6.5
c1ccc2c(COn3nnc4ccccc43)cccc2c1	-9.8	-24.6	-128.0	8.5	-18.1	-41.0	-33.8	2.5	-27.2	-80.0	-79.6

# Bioassay records (PubChem)
